# BRCA1 expr act: qHTS Assay to Identify Small Molecule Activators of BRCA1 Expression; Potency, µM (doses to about 46.1 µM), for inactives: at the top dose activation, hits mostly activators; AID 624202, 2012; MCF7-BRCA1-FFLuc reporter, luminescence, 48 h; response scale: scaled: vehicle 0%, 10 µM genistein 100%; 380,000 tested, 1.1% active; note: nearly all actives have a fitted effect of over 80% in size; some results filed as inactive show a strong effect at the top dose
#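 Luminescence from a BRCA1-driven firefly luciferase in MCF7 cells was the read-out, taken 15 min after substrate addition following 48 h compound exposure at 37 °C. Data were normalized to a 10 microM genistein control and DMSO vehicle.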
# MBNL1-CUG inh: qHTS Assay for Inhibitors of MBNL1-poly(CUG) RNA binding. Muscleblind-like protein 1 (Homo sapiens), Q9NR56. TR-FRET MBNL1-His/biotin-(CUG)12 binding, 665/545 ratio. Potency, µM (series often up to 57.5 µM), for the others: at the top dose activity change, negative = inhibition, hits mostly inhibitors. 280,000 tested, 0.036% active. AID 2675, 2010; active = well fitted inhibition curve with a large enough effect in the signal ratio, with a control signal flat, not every such curve was filed as active; inconclusive = small, poorly fitted or top-dose-only effect, or effect the other way, or a change in a side signal; inactive = no such curve, though single readings can be large or run the other way; the % refers to the signal ratio; note: % is set by controls: 0 for no effect and ±100 for the full control effect
#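 MBNL1-His + Biotin-(CUG)12, cpd titration 92 nM–58 uM; Tb anti-His Ab 0.055 ng/ul, SA-XL665 5 nM (final); 60 min RT; ratiometric 665/545 nm, Ex 340 nm; normalized to buffer and full-complex controls.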
# p53 reactivation: qHTS assay for re-activators of p53 using a Luc reporter. H1299 p53-A138V BP100-luciferase reporter, luminescence, 24 h. 320,000 tested, 0.063% active. Potency, µM (titrated, usually from 92.2 µM), for inactives: at the top dose activity change, positive = activation, usual class: activators; note: % of control where 0% means no effect; nearly all actives have a fitted effect of over 45% in size
#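 p53-null H1299 cells stably carrying temperature-sensitive p53-A138V and a BP100-luciferase reporter were pinned with compounds (4-point, 1:5 series) and held 24 hrs at 37 deg C. Luminescence was read 10 min after detection reagent.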
# Rab9 prom act: qHTS Assay for Rab9 Promoter Activators. Huh7 Rab9 promoter-luciferase reporter, luminescence, 24 h. Potency, µM (series often up to 9.22 µM), for inactives: at the top dose activation, negative = inhibition, actives largely listed as activators. 320,000 tested, 2.8% active; note: % of control where 0% means no effect; nearly all actives have a fitted effect of over 60% in size
#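 Quantitative HTS format; Huh7 Rab9-luciferase reporter cells (1500/well) receive compound 2 h post-plating, incubate 24 h at 37 °C, then get luciferase reagent for 10 min before luminescence reading.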
# CXXC DNA block: qHTS Fluorescence Polarization Assay for Inhibitors of MLL CXXC domain - DNA interaction; AID 2662, 2010; 290,000 tested, 0.037% active; Potency, µM (titrated, usually from 115 µM), for the others: at the highest dose activity change, negative = inhibition, most hits filed as inhibitors; MLL-CXXC / FITC-HOXA9 DNA fluorescence polarization; active = well fitted inhibition curve with a large enough effect in the polarisation, with a control signal flat, not every such curve was filed as active; inconclusive = small, poorly fitted or top-dose-only effect, or effect the other way, or a change in a side signal; inactive = no such curve, though single readings can be large or run the other way; the % refers to the polarisation
#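 Purified MLL-CXXC (added from a 7 uM solution) was preincubated 5 min at ambient with pinned compounds in 50 mM Tris-HCl pH 7.5, 50 mM NaCl, 1 mM DTT, 0.05% BSA. Fluorescein-labeled HOX-A9 DNA (50 nM solution) followed, 30 min, then polarization read.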
# FLuc counter: qHTS profiling assay for firefly luciferase inhibitor/activator using purifed enzyme and Km concentrations of substrates (counterscreen for miR-21 project); purified FLuc, Km substrates, luminescence inhibition; Potency, µM (doses to about 57.5 µM), without a hit: at the top dose activity change, negative = inhibition, usual class: inhibitors; 360,000 tested, 6.9% active; AID 588342, 2011;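 note: plate controls were vehicle for no effect and reference inhibitor for full effect; nearly all actives have a fitted effect of over 55% in size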
# Target sequence (P08659 whole entry, looked up): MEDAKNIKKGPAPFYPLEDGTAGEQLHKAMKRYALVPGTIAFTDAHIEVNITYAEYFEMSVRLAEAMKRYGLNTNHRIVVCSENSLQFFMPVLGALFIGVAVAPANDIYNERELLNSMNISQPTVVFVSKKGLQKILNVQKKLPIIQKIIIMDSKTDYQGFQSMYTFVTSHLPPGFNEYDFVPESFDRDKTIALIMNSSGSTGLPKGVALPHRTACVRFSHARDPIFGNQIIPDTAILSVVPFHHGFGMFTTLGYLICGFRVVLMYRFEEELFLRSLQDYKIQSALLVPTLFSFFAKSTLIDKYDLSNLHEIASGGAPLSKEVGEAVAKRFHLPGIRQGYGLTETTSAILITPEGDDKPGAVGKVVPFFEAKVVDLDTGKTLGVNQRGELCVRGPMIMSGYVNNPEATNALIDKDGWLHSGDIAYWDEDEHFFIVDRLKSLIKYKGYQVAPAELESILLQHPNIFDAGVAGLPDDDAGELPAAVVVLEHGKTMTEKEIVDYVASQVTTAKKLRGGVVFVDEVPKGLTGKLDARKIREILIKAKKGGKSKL
#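 Purified P. pyralis luciferase, 10 nM final, with Km-level 10 uM D-luciferin and 10 uM ATP in 50 mM Tris acetate pH 7.5, 10 mM Mg acetate, 0.01% Tween-20, 0.05% BSA; 6-point qHTS titration about 60 µM downward; luminescence read.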
# NPC1 prom act: qHTS Assay for NPC1 Promoter Activators; Huh7 NPC1 promoter luciferase reporter, 24 h; Potency, µM (highest dose often 9.22 µM), for the others: top-dose activation, hits mostly activators; 320,000 tested, 2.4% active; AID 485313, 2010;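 note: % of control where 0% means no effect; nearly all actives have a fitted effect of over 60% in size; reporter is driven by a mutant NPC1 promoter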
#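 Huh7 cells stably carrying NPC1 promoter–luciferase, plated in Opti-MEM with 10% FBS for 2 h, were exposed to compound in DMSO for 24 h at 37 °C; luciferase reagent was added for 10 min and luminescence read.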
# RORgamma inh: qHTS for inhibitors of ROR gamma transcriptional activity; Potency, µM (highest dose often 53.6 µM), without a hit: at the top dose activity change, negative = inhibition, usual class: inhibitors; Nuclear receptor ROR-gamma (Mus musculus), P51450; 310,000 tested, 5.4% active; Drosophila S2 Gal4-RORgamma UAS-luciferase reporter, 20 h; note: % is set by controls: 0 for no effect and ±100 for the full control effect; nearly all actives have a fitted effect of over 60% in size
# Target sequence (P51450 whole entry, looked up, the tested form may be a part): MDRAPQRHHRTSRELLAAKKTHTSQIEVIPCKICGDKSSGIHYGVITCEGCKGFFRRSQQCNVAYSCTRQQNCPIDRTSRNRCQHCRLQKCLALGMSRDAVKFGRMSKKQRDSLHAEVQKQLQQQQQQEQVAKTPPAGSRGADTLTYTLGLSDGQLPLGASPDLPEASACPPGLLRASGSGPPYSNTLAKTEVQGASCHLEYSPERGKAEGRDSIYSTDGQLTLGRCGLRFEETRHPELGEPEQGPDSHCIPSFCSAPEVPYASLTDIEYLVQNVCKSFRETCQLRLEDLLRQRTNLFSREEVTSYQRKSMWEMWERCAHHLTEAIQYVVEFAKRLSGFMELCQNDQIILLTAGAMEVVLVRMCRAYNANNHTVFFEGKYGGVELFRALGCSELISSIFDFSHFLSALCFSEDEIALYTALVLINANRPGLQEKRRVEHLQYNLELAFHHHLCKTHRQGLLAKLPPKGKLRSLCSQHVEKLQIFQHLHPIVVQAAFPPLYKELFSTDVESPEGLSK
#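 ROR gamma transcriptional activity was tracked as Gal4-UAS luciferase output in stably transfected Drosophila Schneider cells, with compound added 1 hr before 700 uM copper sulfate induction and a 20 hr ambient-temperature incubation.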
# uPA surface inh: qHTS for Inhibitors of Cell Surface uPA Generation. cell surface uPA generation assay, qHTS. Potency, µM (series often up to 38.3 µM), for inactives: at the highest dose activity change, negative = inhibition, most hits filed as inhibitors. 330,000 tested, 0.31% active; active = well fitted inhibition curve with a large enough effect; inconclusive = small, poorly fitted or top-dose-only effect; inactive = no such curve, though single readings can be large or run the other way; tested in mouse RAW 264.7 cells; note: % is set by controls: 0 for no effect and ±100 for the full control effect; nearly all actives have a fitted effect of over 55% in size
# ELG1 genotox: qHTS screen for small molecules that induce genotoxicity in human embryonic kidney (HEK293T) cells expressing luciferase-tagged ELG1 | 330,000 tested, 1.3% active | AID 504466, 2011 | Potency, µM (series often up to 46 µM), without a hit: at the top dose activity change, positive = activation, hits mostly activators | HEK293T ELG1-luciferase reporter, luminescence, 16 h; note: % of control where 0% means no effect; nearly all actives have a fitted effect of over 60% in size
#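 Quantitative HTS format in 1536-well plates. HEK293T ELG1-luciferase reporter cells receive test compound and are incubated 16 hr at 37 °C, 5% CO2; ONE-Glo added, 30 min room temperature, then luminescence read.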
# Gal4-VP16 FLuc: VP16 counterscreen qHTS for inhibitors of ROR gamma transcriptional activity | Drosophila S2 Gal4-VP16 UAS-luciferase, luminescence, 20 h | Potency, µM (series often up to 53.6 µM), inactives show top-dose activity, negative = inhibition, usual class: inhibitors | 310,000 tested, 3.5% active | AID 2546, 2010;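 note: Gal4-VP16 expression switched on by copper sulfate through the metallothionein promoter; % is set by controls: 0 for no effect and ±100 for the full control effect; nearly all actives have a fitted effect of over 50% in size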
# Active calls of the source: *; ? = inconclusive; . = no result given; & = joins results of further samples; [ ] = another dose, or the depositor's remark. Unless noted, calls come from the whole dose curve; as a rule, active = well fitted curve in the direction sought with a large enough effect; inconclusive = small, poorly fitted or top-dose-only effect, or another doubt; inactive = no such curve, though single readings can be large; an effect the other way counts as inactive or inconclusive. Potency is the fitted concentration of half-maximal effect. Only part of the results is shown. The share of hits here may be higher or lower than overall.
SMILES	BRCA1 expr act	MBNL1-CUG inh	p53 reactivation	Rab9 prom act	CXXC DNA block	FLuc counter	NPC1 prom act	RORgamma inh	uPA surface inh	ELG1 genotox	Gal4-VP16 FLuc
CCn1cnc2c(oc3ccccc32)c1=O	16%	-8%	5%	27%	-8%	-14%	0%	12%	0%	12%	4%
O=C(CCCn1c(=S)[nH]c2ccsc2c1=O)NCc1ccco1	2%	-11%	2%	-1%	-2%	5%	0%	-26%	-13%	1%	2%
CC(C)(C)C(=O)NC(=C(Cl)Cl)P(=O)(O)O	1%	-9%	0%	-4%	8%	0%	2%	3%	.	4%	1%
COc1cccc(C(=O)Nc2ncc3c(n2)CC(C)CC3=O)c1 (stereo not drawn)	12%	-11%	?	12%	-4%	?	9%	-2%	-6%	?	9%
OCc1cn(-c2ccccc2)nc1-c1ccc2c(c1)OCCO2	0%	-2%	?	?	-1%	21µM*	?	?	-1%	5%	12%
CC1=NOC(=O)/C1=C\c1ccc(-c2ccc(Br)cc2)o1	-30%	32%[activator]	-5%	-3%	-1%	8.5µM*	-11%	?	-6%	-3%	?
Cc1ccc(/C(O)=C2/C(=O)C(=O)N(CC(=O)O)C2c2ccc([N+](=O)[O-])cc2)cc1 (stereo not drawn)	-1%	19%	.	4%	-12%	5%	-1%	-19%	1%	0%	-2%
COc1ccc(N(CC(=O)N/N=C/c2cccnc2)S(=O)(=O)c2ccccc2)c(OC)c1	-16%	13%	-13%	-3%	-1%	5%	-2%	0%	1%	-4%	-4%
CCOc1ccc2c(c1)n([O-])c1c([n+]2=O)CCCC1	-1%	?	25%	12%	12%	0%	12%	13µM*	0%	4%	?
Cc1cccc(N(C(=O)c2snc(C(N)=O)c2N)C(C(=O)NC2CCCC2)c2ccco2)c1 (stereo not drawn)	0%	6%	4%	7%	2%	0%	3%	25%	4%	3%	21%
CCOC(=O)N1CCN(C(=O)COc2ccc(Cl)cc2)CC1	-1%	0%	5%	-2%	6%	3%[2.3 µM]	2%	-1%	7%	1%	0%
CC(C)(CC(=O)O)CC(=O)Nc1ccc(Cl)c(Cl)c1	12%	4%	11%	-8%	2%	-12%	-2%	0%	-3%	3%	?
COc1ccc(OC)c(C2C(C(=O)c3cccs3)=C(O)C(=O)N2c2cc(C)on2)c1 (stereo not drawn)	40%	?	?	17%	-6%	0%	2%	?	7%	7%	3%
CC(C)(C)OC(=O)N1CCC(C(N)=O)CC1	-9%	-4%	1%	-5%	13%	-1%	0%	-16%	9%	1%	12%
Cc1cc(=O)n(CNC(=O)c2ccccc2)c(=S)[nH]1	23%	-4%	-1%	-2%	-11%	3%	-4%	0%	7%	4%	-6%
CC(C)(O)c1cc2ccc(C#Cc3ccsc3)cc2c(=O)o1	?	.	-3%	1%	.	?	17%	.	0%	7%	.
CS(=O)(=O)N(CC(=O)NCc1ccco1)c1ccc2c(c1)OCO2	13%	-7%	0%	-4%	4%	0%	-2%	-9%	9%	-2%	14%
O=C(/C=C/Nc1ccccc1F)c1cccs1	1%	58%[activator]	.	4µM*	29%	0.24µM*	?	?	-19%	?	?
CC1CCN(CCCCOc2cccc(C(C)C)c2)CC1	-24%	-2%	2%	-6%	39%[activator]	7%	-5%	-24%	-8%	-18%	1%
O=C(NNC(=O)c1ccc(Cl)cc1Cl)c1cccs1	92%	2%	?	3.5µM*	17%	12µM*	?	?	-7%	?	-6%
O=C(O)c1ccccc1SCc1ccc2c(c1)OCO2	-9%	-4%	.	.	-12%	?	.	2%	-2%	.	18%
CCNC(=S)N(Cc1cc2cccc(C)c2[nH]c1=O)C1CCCC1	-7%	-11%	0%	6%	2%	14%	5%	?	-4%	10%	?
Cc1ccccc1N=C1NC(=O)/C(=C/c2cccnc2)S1	-8%	6%	-6%	-7%	-10%	3%	-4%	-22%	-19%	-14%	-5%
Cc1ccc2nc(N3CCOCC3)c3nncn3c2c1	14%	-13%	5%	-6%	37%[activator]	2%	0%	1%	-9%	-4%	0%
CCSc1nnc([C@@H]2CCCN2C(=O)OC(C)(C)C)o1	-32%	-5%	-1%	-5%	-8%	2%	2%	11%	0%	0%	5%
N#Cc1c(-c2c(Cl)cccc2Cl)noc1/C=C/Nc1ccc(C(=O)O)cc1	-15%	17%	2%	12%	-11%	?	-2%	-4%	0%	9%	7%
CCOC(=O)CCc1c(C)c2ccc(OCC(=O)N3CCOCC3)c(C)c2oc1=O	2%	6%	-15%	5%	16%	-2%	6%	-44%	0%	-4%	1%
CCOC(=O)c1cnc2c(C(F)(F)F)cccc2c1N1CCOCC1	-24%	11%	-10%	0%	0%	3%[2.3 µM]	-2%	4%	4%	-11%	-13%
CN(C)/C=C/C(=O)c1cc(N2CCOCC2)ccc1[N+](=O)[O-]	1%	?	0%	-1%	0%	0%	-6%	2%	-1%	7%	1%
O=c1[nH]c(=S)[nH]c2[nH]c(=S)[nH]c12	.	5%	-4%	2%&-2%	-6%	?	1%&0%	9%	.	-1%	3%
CCCn1c(SCC(=O)N2CCCC2=O)nc2ccccc2c1=O	0%	.	1%	2%	.	2%	0%	.	6%	-1%	.
COc1cc2nc(N3CCNCC3)nc(N)c2cc1OC	1%[1.84 µM]	-5%	6%	-9%	18%	2%	0%	7%	-4%	?	-7%
Cc1c(N=Cc2cc(Br)cc(Br)c2O)cccc1C(=O)O	-67%	19%	29%	0%	11%	5%	-2%	?	-8%	-2%	-21%
CCCCCn1c(CN2CCN(c3cccc(Cl)c3)CC2)nc2c1c(=O)n(C)c(=O)n2C	-41%	1%	-21%	-2%	2%	5%	-8%	16%	4%	-1%	?
COc1ccc(/C=C(\NC(=O)c2ccco2)C(=O)N2CCOCC2)cc1	-14%	-8%	-23%	-6%	5%	3%	-1%	15%	-5%	0%	3%
CCOC(=O)c1cc(-c2ccccc2)n(CC(=O)N2CCCC2)c1C	-13%	-3%	-6%	8%	0%	-1%	-2%	0%	8%	0%	-10%
CCN1CCCC1CNC(=O)Cn1nc(C)n2c(cc3cc(F)ccc32)c1=O (stereo not drawn)	-3%	?	7%	-2%	-6%	1%	-2%	0%	6%	2%	-4%
Cc1ccc(NC(=O)c2cccc(NC(=O)CCC(=O)O)c2)cc1C	-11%	-9%	3%	5%	-3%	8.5µM*	-3%	-21%	-5%	3%	-5%
Cc1ccc(Cc2nnc(SCC(=O)Nc3ccccc3)[nH]c2=O)cc1	-3%	.	0%	1%	.	-6%	-3%	.	-9%	1%	.
CCN(CC)CCOc1nnc(-c2ccc(OC)cc2)c2ccccc12	6%	5%	4%	-3%	0%	0%	-6%	-9%	-4%	-6%	-11%
O=C(NCc1nnc2c(C(F)(F)F)cc(Cl)cn12)c1cccnc1	-16%	21%	1%	-4%	1%	-1%	-3%	-5%	-5%	1%	9%
O=C(NCCS(=O)(=O)N1CCCCC1)c1ccc2c(c1)OCO2	4%	.	7%	-5%	.	3%	-2%	.	1%	1%	.
CC(=O)N(C)c1ccc(NC(=S)NC(=O)/C=C/c2ccco2)cc1	0%	?	3%	-1%	-1%	?	1%	10µM*	-13%	1%[9.26 µM]	-29%
N#CCSc1nnc(N)s1	-10%	-1%	1%	-5%	-5%	1%	2%	1%	4%	-2%	3%
COC(=O)NC(Nc1sc2c(c1C(N)=O)CCCC2)(C(=O)OC)C(F)(F)F (stereo not drawn)	-16%	17%	7%	4%	-2%	-8%	3%	23%	-2%	0%	-4%
CCOc1cc(/C=N/NC(=O)COc2nc(C)cc(COC)c2C#N)ccc1O	-24%	-4%	-38%[inhibitor]	-5%	18%	3%	0%	?	5%	-2%	2%
COc1cc(SC)ccc1C(=O)OCC(=O)NC1CCCCC1	23%	2%	-1%	-7%	3%	-4%	-3%	43%	-2%	-9%	8%
CCOc1ccccc1NC(=O)NC1(C(=O)NCc2cccnc2)CCCCC1	-7%	1%	12%	0%	3%	1%	-2%	3%	-1%	2%	2%

# Assay outcomes: PubChem BioAssay, National Center for Advancing Translational Sciences (NCATS)
